# Compound activity as filed in PubChem.
# Lipid storage S3 = qHTS Assay for Lipid Storage Modulators in Drosophila S3 Cells; hit rate 0.64% among 320,000; Potency in µM for hits, for the others lipid storage change, negative = inhibition, % at the top dose, mostly 46.1 µM; AID 2685; Drosophila S3 cells, BODIPY lipid droplet fluorescence, 18-24 h; cells fed with added oleic acid; active means well fitted inhibition curve with a large enough effect in the signal ratio, with a control signal flat, not every such curve was filed as active; inconclusive means small, poorly fitted or top-dose-only effect, or effect the other way, or a change in a side signal; the % refers to the signal ratio
#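 Laser-scanning cytometry quantifies lipid droplet accumulation (500–530 nm total intensity; droplet/cell object ratio) in oleic acid-fed (400 uM added) Drosophila S3 cells treated with a concentration series. 20 uM Triacsin C defined 100% inhibition.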
# Lipid storage S3 cell count max = second read-out of Lipid storage S3, no call of its own (marks repeat the call); cell number change, %; measured here: cell count max response;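 cells counted by Cell Tracker Red CMTPX staining in the red channel; peak over a dose series mostly up to 46.1 µM; percent activity relative to internal control wells on each plate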
# The depositor's hits bear a star; i = inactive; ? = inconclusive; / = not tested or not shown. On the % scale 0 is the no-effect control and ±100 the full control effect; potency means the concentration at half of the fitted maximal effect. An excerpt; the hit share may differ from the screen's.
SMILES,Lipid storage S3,Lipid storage S3 cell count max
O=C(NN1C(=O)C2C3C=CC(O3)C2C1=O)c1ccncc1 (stereo unspecified),-5.5%,-10.4
COC(=O)c1ccc2c(=O)n(CCN3CCOCC3)c(SCC(=O)Nc3ccc(C)cc3)nc2c1,?,/
C/C(=N\NC(=O)c1ccc(NS(=O)(=O)c2cccs2)cc1)c1ccc2ccccc2c1,5.5%,/
CC(C)CCN(C(=O)CCSc1ccc(F)cc1)c1c(N)n(Cc2ccccc2)c(=O)[nH]c1=O,?,/
Cc1ccc(NC(=O)N2CCC(C(=O)c3ccc(F)cc3)CC2)cc1,?,/
CCCCN1C(=O)C(O)(CC(=O)c2c(C)n[nH]c2C)c2cc(Br)ccc21 (stereo unspecified),18.0%,-15.8
COc1ccc(NC(=O)c2cccc(N3C(=O)c4cccc([N+](=O)[O-])c4C3=O)c2)cc1,-9.6%,0.3
Cc1ccccc1C(=O)Nc1ccnn1C1CCN(CC2CC=CCC2)CC1 (stereo unspecified),1.5%,2.0
COc1cccc(CN2CCN(Cc3ccco3)CC2)c1,?,/
Cc1nnc(NC(=O)C2CCN(c3nnnn3-c3ccccc3)CC2)s1,?,/
COc1ccc2c(c1)C(=O)C(=O)N2CCS(=O)(=O)c1ccccc1,i,1.7
O=C(Cc1ccc(Br)cc1)NCc1ccccc1,?,/
O=C(Nc1cccc(C(F)(F)F)c1)c1cccnc1NCCc1ccccc1,?,/
Cc1ccc(-c2nnn(CC(=O)N(Cc3cccs3)C(C(=O)NC(C)(C)C)c3ccc(C)o3)n2)o1 (stereo unspecified),?,/
C(=N\Nc1ccccc1)/c1ccc(N2CCOCC2)cc1,-5.5%,0.7
CC(=O)NC1C(=O)N(CCN2CCOCC2)c2ccc(C)cc21 (stereo unspecified),-4.3%,0.1
O=C1CCC(C(=O)N2CCN(c3ccc(F)cc3)CC2)CN1CC1CCCCC1 (stereo unspecified),?,/
NC(N)=NCCCc1cn(CC(=O)N2CCNCC2)nn1,5.3%,3.2
CC(=O)Nc1ccc(S(=O)(=O)NCC(=O)OCC(=O)NCc2ccco2)cc1,?,/
COc1cc(NC(=O)C2COc3ccccc3O2)c(OC)cc1Cl (stereo unspecified),?,/
CCC(=O)N/N=C(\C)CC(=O)Nc1ccc2c(c1)OCCO2,?,/
Cc1ccc(C(=O)COc2nc(C)nc3ccccc23)cc1,?,/
NNC(=O)/C(=C\c1ccco1)NC(=O)c1ccco1,?,/
CC1(CCBr)C(=O)N(c2ccccc2)c2ccccc21 (stereo unspecified),?,/
O=S(=O)(Nc1nc2c(s1)CCCC2)c1ccc(Br)cc1,-3.8%,-17.1
COc1cccc(NC(=O)CCSc2ccc3ccccc3n2)c1,1.4%,-9.8
Cc1ccc(C(=O)N(CCc2ccccc2)Cc2ccccc2)cc1S(=O)(=O)N1CCCCC1,i,-12.5
COc1ccc(N(Cc2ccccc2)S(=O)(=O)c2cc(C(=O)O)ccc2Cl)cc1,?,/
O=C(c1cc2ccccc2oc1=O)N(Cc1ccccc1F)C1CCS(=O)(=O)C1 (stereo unspecified),22.1%,13.4
Cc1nc(C(F)(F)F)ccc1C(=O)Nc1ccc2ccccc2n1,12.5%,1.2
Cc1nc(CN(C)C(=O)c2cc(COc3c(F)cccc3F)on2)cs1,25.0%,/
COc1ccc(C(C#N)N2N=C(C)CC2(C)C)cc1OC (stereo unspecified),14.5%,11.4
Brc1ccc2nc(-c3cccs3)c(NCC3CCCO3)n2c1 (stereo unspecified),-5.5%,-0.2
COc1ccc(CNC(=O)c2cc3c(=O)[nH]c4ccccc4c3n2C)cc1,?,/
OC(Cn1ccnc1)c1ccc(Cl)cc1Cl (stereo unspecified),?,/
CC(C)C(NC(=O)COc1ccc2ccccc2c1)C(=O)N/N=C/C=C/c1ccccc1 (stereo unspecified),?,/
CN(C)/C=N/C(=S)Nc1ccccc1,16.2%,17.8
Cc1cc2nc(C)n3c4ccccc4nc3n2n1,?,/
Nc1c(C(=O)Nc2ccc(S(=O)(=O)N3CCCC3)cc2)sc2nc3ccc(OC(F)(F)F)cc3cc12,?,/
O=C(O)C1CCCCC1C(=O)NCc1cn2ccccc2n1 (stereo unspecified),?,/
COC(=O)c1cc(NC(=O)c2c(F)c(F)c(F)c(F)c2F)cc(C(=O)OC)c1,?,/
Cc1cc(Nc2ccc(N3CCC(C)CC3)cc2)n2ncnc2n1,i,/
Cc1cc(N2CCOCC2)nc(C(C)C)n1,-36.2%,-15.3
COC(=O)c1ccc(NC(=S)N(Cc2cccnc2)Cc2ccco2)cc1,-1.1%,-0.9
COc1ccccc1NS(=O)(=O)c1cccc(C(=O)NNC(=O)c2ccc(O)c(Cl)c2)c1,?,/
O=C(Oc1ccc(OC(=O)C2CCC2)cc1)C1CCC1,?,/
Cc1ccccc1CNC(=O)C1CCC(=O)N(C2CC2)C1 (stereo unspecified),-3.4%,-2.9
O=C(NC1CCCCC1)N1CCc2[nH]c3ccccc3c2C1,?,/
S=C(c1cn(Cc2ccc(Br)cc2)c2ccccc12)N1CCOCC1,16.4%,7.0
Cc1ccc(C)c(NC(=O)CS(=O)(=O)c2c[nH]c3ccccc23)c1,?,/
COc1cccc(CN2C(=O)CCC2(C)C(=O)NC2CCCCC2)c1 (stereo unspecified),-4.9%,-22.8
COc1ccc(/C=N/N=C2/NC(=O)C(CC(=O)O)S2)cc1OCc1ccccc1Cl (stereo unspecified),11.4%,17.3
CN(C(=O)CSc1nnc(C2CC2)n1-c1ccccc1)C1CCS(=O)(=O)C1 (stereo unspecified),?,/
O=S(=O)(c1ccccc1)[C@@]1(c2ccccc2)C[C@@H]2ON=C(c3cccc(-c4ccccc4)c3)[C@@H]2C1,16.6%,7.3
CCc1cc2c(SCC(=O)NCC3CCCO3)ncnc2s1 (stereo unspecified),?,/
CCOc1cc(NC(=O)c2cccs2)c(OCC)cc1NC(=O)CCC(=O)NCC1CCCO1 (stereo unspecified),?,/
CCOc1ccc(S(=O)(=O)N2CCCCC2)cc1NC(=O)C1=COCCO1,?,/
CCOC(=O)c1ccccc1NC(=O)CSc1ccc(-c2ccccn2)nn1,?,/
COc1ccc(C(=O)Nc2ccccc2C(=O)N/N=C/c2ccccn2)cc1OC,?,/
O=C(CCN1C(=O)c2ccccc2C1=O)OCN1C(=O)c2ccccc2C1=O,?,/

# Next part.
SMILES,Lipid storage S3,Lipid storage S3 cell count max
COc1ccc(C(=O)Nc2nnc(S(=O)(=O)Cc3ccccc3)s2)cc1,?,/
CCOc1ccccc1NC(=O)C1CCC(CNc2c(N3CCOCC3)c(=O)c2=O)CC1 (stereo unspecified),-5.2%,10.1
COc1ccc(C(=O)OCC(=O)NCCCc2ccccc2)cc1OC,?,/
CCN(CCCNC(=O)COc1cc(=O)n(CC)c2ccccc12)Cc1ccccc1,?,/
COc1ccc(-c2nc(CSCC(=O)NCc3ccc4c(c3)OCO4)c(C)o2)cc1OC,?,/
O=C(CN1C(=O)NC2(CCCc3ccccc32)C1=O)Nc1cc(F)ccc1F (stereo unspecified),?,/
O=C(COC(=O)c1cc(-c2cccs2)nn1-c1ccccc1)Nc1ccc(F)c([N+](=O)[O-])c1,?,/
CCC1CCCCN1C(=O)CSc1nc2c(cnn2-c2ccc(C)cc2)c(=O)[nH]1 (stereo unspecified),?,/
Cc1cc(C)cc(NC(=O)CCNS(=O)(=O)c2ccc3c(c2)oc(=O)n3C)c1,13.8%,/
Nc1nonc1-n1nnc(C(=O)N/N=C/c2cccc(F)c2)c1-c1ccc2c(c1)OCO2,i,-2.1
O=C(CSc1ccc(-c2ccc(-n3cccn3)cc2)nn1)Nc1ccccc1F,?,/
Cc1ccc(NC(=O)CN2C(=O)S/C(=C\c3ccc(-c4cccc(C(=O)O)c4C)o3)C2=O)cc1,?,/
COc1ccc(NC(=O)c2ccc(CN3CCc4ccccc4C3)cc2)cc1OC,i,-0.5
O/C=c1\ccc2cccc3nc(C(F)(F)F)nc1c23,?,/
CC(C)CCNC(=O)COC(=O)/C=C/c1ccc2ccccc2n1,?,/
O=C(Nc1ccc(Br)cc1)C1CC(O)CN1C(=O)OCc1ccccc1 (stereo unspecified),?,/
O=C(NC1CCCC1)C(c1ccncc1)N(C(=O)Cc1cccs1)c1cccc(F)c1 (stereo unspecified),?,/
N#Cc1sc(NCc2ccccc2)nc1Cl,?,/
Cc1ccccc1NC(=O)C1CC(Cl)=CCC1C(=O)O (stereo unspecified),?,/
CC1SCC(NC(=O)c2cccc(Cl)c2)CS1 (stereo unspecified),0.4%,7.4
CCCCCCCCNC(CO)(CO)CO,?,/
CCn1c(=O)c(NC(=O)c2ccccc2)c2n(c1=S)CCCCC2,?,/
CN(C)CCNC(=O)c1ccc(Sc2ccc(Br)cc2)c([N+](=O)[O-])c1,9.9%,13.7
COc1ccc(NC(=O)CSc2ncccc2C(=O)OC(C)C)cc1OC,?,/
COc1ccc(NC(=O)CN(C)C(=O)c2cc(S(=O)(=O)N(C)C)ccc2N2CCCC2)cc1,20.7%,/
Cc1ccc(C(=O)N/C(=C/c2ccc(Cl)cc2)C(=O)Nc2cccc(C(=O)O)c2)cc1,-2.6%,10.3
CCC(=O)N(CCc1ccccc1C)Cc1cc2cc3c(cc2[nH]c1=O)OCO3,i,-11.8
CC1=NC(=O)C(N=Nc2ccccc2C(=O)O)N1c1ccccc1 (stereo unspecified),-3.2%,-19.2
CC(C)(C)NC(=O)C(c1ccncc1)N(C(=O)c1csnn1)C1CC1 (stereo unspecified),16.2%,-12.4
COCCn1c(SCC(=O)Nc2ccc(Cl)cn2)nnc1-c1ccncc1,-0.5%,13.2
Cc1cc(C(=O)OCC(=O)N(C)c2c(N)n(Cc3ccccc3)c(=O)[nH]c2=O)c(C)n1-c1ccccc1,?,/
CC(/C=C/c1ccccc1)=N\Nc1ccccc1[N+](=O)[O-],?,/
Cc1ccc(S(=O)(=O)C2CCOC2=O)cc1 (stereo unspecified),?,/
O=C(NCCC1=CCCCC1)c1cc(COc2ccc(F)cc2Cl)on1,?,/
N#C/C(=C\c1ccc(/C=C(/C#N)c2nn(CCO)c(N)c2C#N)cc1)c1nn(CCO)c(N)c1C#N,?,/
CC#CCN1c2ccccc2[C@]23C[C@@H](C(=O)OC)N(C(=O)C4CCC4)C2=NC(C(=O)OC)=C(C(=O)OC)[C@H]13,9.0%,-0.5
CCOc1ccc(S(=O)(=O)N2CCC(C(=O)NCc3cccnc3)CC2)cc1,?,/
Oc1cccc(-c2nc3ccccc3s2)c1,i,-10.6
O=C(O)CCSc1nc2ccccc2s1,-18.1%,6.7
COc1cccc(C2=N/C(=C\N(C)C)C(=O)O2)c1,?,/
Cc1ccc(CNC(=O)C(OC(=O)c2ccco2)C(C)C)cc1 (stereo unspecified),?,/
O=C(/C=C/c1cccc([N+](=O)[O-])c1)NC(=S)Nc1ccc(CN2CCOCC2)cc1,?,/
COc1ccc(N/C=C(/C(C)=O)c2ccccc2)cc1,?,/
CC(=O)N1CCN(c2ncnc3ccccc23)CC1,?,/
O=C(COc1ccc(Cl)cc1)NNC(=O)C(=O)NC1CCCCC1,i,17.8
CCc1ccccc1NC(=O)C1c2ccccc2Oc2ccccc21,11.2%,/
O=C(NCc1ccc2c(c1)OCO2)C1(S(=O)(=O)c2ccccc2)CC1,4.5%,2.7
C/C=C/Cn1c(SC)nc2c1c(=O)[nH]c(=O)n2C,?,/
COc1cc(/C=C/C(=O)OCC(=O)NC(=O)NC(C)C)ccc1O,7.1%,15.3
COC(=O)c1ccc(NC(=O)CO/N=C2\CCCc3nonc32)cc1,9.3%,16.6
CC(=O)N1CCN(c2ccc(NC(=O)c3ccc(F)cc3)cc2)CC1,i,23.3
S=C(NCc1ccco1)N/N=C/c1ccc(Cl)cc1,?,/
Cc1cc(C)cc(N(C(=O)c2ccc3c(c2)OCO3)C2C=CS(=O)(=O)C2)c1 (stereo unspecified),8.1%,-4.9
COc1ccc(C(=O)c2c[nH]c(C(=O)NCc3cccs3)c2)cc1,?,/
